bCat nuc transl – modulators of beta-catenin nuclear translocation. HeLa beta-catenin nuclear translocation, immunofluorescence imaging. 190,000 compounds, 0.3% hits. nuclear translocation activity, % at 5 µM. AID 1665;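 active = nuclear translocation activity above 50% at 5 µM, with a well cell count of 50 or more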;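 also: per-cell ratio of nuclear to cytoplasmic median beta-catenin stain intensity; plate controls were DMSO negative control for no effect and GSK-3 inhibitor IX positive control for full effect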
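Test system: HeLa cells, endogenous beta-catenin; Compound: single 5 µM dose plus 0.02–20 µM confirmation series; Times: compound exposure 24 h at 37°C; Signal: fluorescence imaging of beta-catenin antibody stain plus DAPI; Read-out: % activation, nuclear-to-cytoplasmic median beta-catenin signal ratio per cell.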
human PMI inhibitors – MPI inhibition at elevated mannose 6-phosphate – biochemical, fluorescence intensity, high mannose 6-phosphate, primary screen (AID 1220). recombinant PMI enzyme, coupled fluorescence intensity; higher % means a stronger effect. one-dose inhibition, % at 20 µM; IC50 in µM for titrated hits. 190,000 compounds, 0.66% hits
Dynein transport – dynein cargo transport inhibition; 3617.4 mouse cells, GR-EGFP nuclear translocation imaging; test concentration mostly 20 µM; stimulated with dexamethasone, 1 µM; active compounds read low; z-score, hits read low; 220,000 compounds, 0.47% hits;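 active = plate z-score of nuclear minus cytoplasmic receptor signal below a set negative limit, without overly bright fluorescence or cell loss, cut at about -3.5 in these data, passing the limit was not always enough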;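 also: z-score of nuclear minus cytoplasmic ring GR-EGFP intensity difference per well; some compounds called inactive have numbers as strong as hits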
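medium = tetracycline-free induction medium containing charcoal-stripped FBS | probe or stimulus = dexamethasone, 1.0 µM final | timing = 48 h induction, then 1 h compound, then 30 min agonist, 37 °C | detection = automated 10x imaging of fixed Hoechst-stained cells | read-out basis = nuclear versus cytoplasmic GR-EGFP signal, averaged per well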
Autophagy HCS – alters autophagy in cells | MEF GFP-LC3 puncta imaging; test concentration mostly 10 µM | calls only at 10 µM (by protocol) | 190,000 compounds, 0.98% hits | AID 463193;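 active = percentage of spot-positive cells more than 3 SD above its plate mean, without a fluorescence outlier flag or 80% toxicity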;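 also: spot-positive cell cutoff set from DMSO-treated cells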
Yfh1-depleted yeast – enhancers of respiration in Yfh1-depleted yeast, dose response, Friedreich's ataxia, plus single-dose screen (AID 1465); fold induction at 50 µM, or EC50 in µM where a hit was titrated; S. cerevisiae Yfh1-off respiration, WST-1 reduction, 72 h; higher fold induction means a stronger effect; 220,000 compounds, 0.074% hits;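 active = fold induction of absorbance versus untreated yeast above a set limit, then at least 30% activation at any dose in follow-up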;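 also: activators that raise dye reduction in frataxin-depleted yeast; strong numbers were not always called active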
human PMI inhibition – MPI enzyme activity inhibition – biochemical, fluorescence intensity, coupled assay, primary screen (AID 1209) | purified PMI enzyme, coupled fluorescence intensity; higher % means a stronger effect | one-dose inhibition, % at 20 µM; IC50 in µM for titrated hits | 190,000 compounds, 0.42% hits;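 also: plate controls were DMSO vehicle for no effect and wells lacking substrate for full effect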
Insulin prom up – MIN6 insulin promoter up-regulation; z-score at 5 µM; MIN6 insulin promoter-GFP reporter, high-content imaging; active compounds read high; 190,000 compounds, 0.3% hits;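 active = z-score above 3 at 5 µM with at least 500 cells counted in the well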
MT stabilizer – stabilizes microtubules in HeLa cells; HeLa tubulin immunostaining HCS, 24 h; share of cells brighter than vehicle mean+2SD; % tubulin-high responders, % at 10 µM; 200,000 compounds, 0.83% hits; AID 2205;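 active = plate Z-score above 3 for both tubulin-high and condensed-nucleus cell shares, with cell loss under 80%, at 10 µM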;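 also: anti alpha tubulin signal scored within the nucleus-defined area of each cell; some results filed as inactive read as strong as hits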
WT yeast gro inh – growth inhibition of WT yeast, mitochondrial fusion screen. mitochondrial fusion phenotypic screen, WT strain. inhibition, % at 10 µM. 190,000 compounds, 2.1% hits. AID 1362; in the data active = inhibition above about 58%; tested in S. cerevisiae
WT yeast gro inh mutant strain – further read-out of WT yeast gro inh, marked with its call; inhibition, %; mitochondrial fusion phenotypic screen, mutant strain inhibition
Dynein transport cytoplasmic EGFP – further read-out of Dynein transport, marked with its call; z-score; measured here: cytoplasmic GR-EGFP intensity; active compounds read high
Dynein transport nuclear GR-EGFP – recorded beside Dynein transport, whose call it bears; z-score; measured here: nuclear GR-EGFP intensity;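 lower value marks the stronger effect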
Dynein transport cell count – second read-out of Dynein transport, no call of its own (marks repeat the call); z-score; measured here: cell count per field
Insulin prom up cell count – recorded beside Insulin prom up, whose call it bears; cell count; measured here: cytotoxicity, nuclei count;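 total cells summed across four imaged fields per well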
bCat nuc transl cell count 5 µM – recorded beside bCat nuc transl, whose call it bears; cell count; measured here: cell count, cytotoxicity flag
MT stabilizer Hoechst-high % – further read-out of MT stabilizer, marked with its call; % Hoechst-high responders; measured here: nuclear condensation Hoechst responders;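 share of cells brighter than vehicle mean plus two SD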
MT stabilizer cytotoxicity % – second read-out of MT stabilizer, no call of its own (marks repeat the call); toxicity, %; measured here: cytotoxicity by cell density;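 0% = mean cell density of plate MIN control wells and 100% = no cells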
Autophagy HCS cell loss 18 h – second read-out of Autophagy HCS, no call of its own (marks repeat the call); toxicity, %; measured here: cell loss, nuclei count;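 cell loss after 18 h compound exposure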
* marks the source's active call; other numbers are inactive results; i = inactive; nt = not tested or not shown; & = joins results of further samples. Rule as the data show it, unless noted: active = inhibition above about 50%; inactive = the rest. Rows are unselected (roughly 5% active in at least one column).

SMILES	bCat nuc transl	bCat nuc transl cell count 5 µM	human PMI inhibitors	Dynein transport	Dynein transport cytoplasmic EGFP	Dynein transport nuclear GR-EGFP	Dynein transport cell count	Autophagy HCS	Autophagy HCS cell loss 18 h	Yfh1-depleted yeast	human PMI inhibition	Insulin prom up	Insulin prom up cell count	MT stabilizer	MT stabilizer Hoechst-high %	MT stabilizer cytotoxicity %	WT yeast gro inh	WT yeast gro inh mutant strain
Cc1ccc(-n2nc3c(c2NC(=O)c2ccc4c(c2)OCO4)CSC3)c(C)c1	1.5	1013	3.0%	-0.879	-0.307	-0.717	-0.2	i	14.5	i	5.5%	0.13	1856	4.2	3.5	6.0	84.0*	3.6*
CNc1nc(Cl)c(SC)c(NC2CCCCC2)n1	-3.8	1138	38.6%	-0.109	-0.324	-0.374	-0.375	i	10.9	i	6.6%	-1.21	1255	3.0	2.4	7.8	-3.9	8.4
Cn1c(COc2ccccc2)nnc1SCCSc1nnc(COc2ccccc2)n1C	-2.1	1201	-0.1%	-0.0053	-0.235	0.592	0.442	i	-6.4	i	7.5%	-0.22	1274	3.8	2.5	8.4	4.9	10.0
Nc1ccc2ncccc2c1	-3.3	788	nt	-0.884	-0.469	-0.563	0.547	i	4.3	i	45.1%	1.5	1112	3.4	2.0	3.5	-4.1	-17.1
O=C(Nc1ccc(NC(=O)C2CCCN2C(=O)OCc2ccccc2)cc1)c1ccco1 (stereo unspecified)	-2.1	1065	-8.3%	0.994	-0.159	1.07	-0.76	i	-7.4	i	-4.5%	0.85	1055	5.0	2.2	6.6	22.2	23.8
CCC(Sc1nncn1C)C(=O)Nc1cc(C)on1 (stereo unspecified)	2.6	911	13.7%	-0.993	-0.235	-0.375	0.31	i	7.2	i	17.1%	-0.01	1494	4.7	2.1	11.7	-1.1	2.0
CCCS(=O)(=O)c1nc(S(=O)(=O)c2ccc(C)cc2)c(N2CCc3ccccc3C2)s1	-1.1	1126	-37.8%	-0.0826	-0.159	0.393	-1.16	i	-7.9	i	-21.1%	0.1	1435	2.6	5.0	10.9	-10.0	-0.9
CC(C)CN(C(=O)CN1CCOCC1)c1c(N)n(CC(C)C)c(=O)[nH]c1=O	-0.2	1146	-4.8%	0.983	1.56	0.789	-0.614	i	3.9	i	2.8%	-0.12	1603	7.1	1.3	2.9	3.9	3.7
COC(=O)C1=NN(c2ccc(OC)cc2)C2C(=O)N(c3ccccc3OC)C(=O)C12 (stereo unspecified)	-1.0	1295	nt	0.339	-0.191	0.629	0.255	nt	nt	i	nt	-0.34	990	nt	nt	nt	nt	nt
CC(NC(=O)c1sc2ccccc2c1Cl)C1CCCO1 (stereo unspecified)	-3.3	1165	-2.5%	-0.13	-0.221	0.342	-0.478	i	-2.0	i	6.7%	0.04	1422	1.5	3.3	3.2	-7.2	-18.9
Cc1ccc(C(=O)N2CC(C(=O)O)C2)cc1	0.2	1506	2.7%	-0.18	0.255	0.182	0.227	i	17.9	i	-3.3%	nt	nt	1.6	1.3	2.7	-0.7	2.1
CCOc1ccc(N=C2NC(=O)C(CC(=O)Nc3ccccc3)S2)cc1 (stereo unspecified)	-1.4	1113	5.8%	0.629	-0.28	0.251	-0.504	i	-3.0	i	0.1%	-0.76	1264	1.5	2.0	2.4	0.0	14.5
O=C(c1ccco1)N1CCN(c2cc(C(F)(F)F)nc3ncnn23)CC1	-0.1	1125	-2.7%	-0.567	-0.192	-0.203	0.891	i	-2.4	i	-10.9%	-0.34	1311	1.4	1.2	10.5	-3.2	-9.9
COc1cc(NC(=O)C2CCCCC2)c(OC)cc1NC(=O)CCC(=O)NCc1ccco1	-5.8	919	13.2%	-0.202	-0.213	-0.0158	0.114	i	-0.8	i	12.8%	0.86	1134	1.3	1.1	2.3	-2.4	4.2
COc1ccccc1NS(=O)(=O)c1cc(NC(=O)Cn2cnc3c2c(=O)n(C)c(=O)n3C)ccc1C	0.2	935	-3.4%	-0.888	-0.293	-0.615	0.798	i	-4.7	i	-13.0%	-0.35	1233	3.3	2.8	9.1	-11.7	-4.0
CCOc1cc(-c2cc(-c3ccc(C)o3)nc(N)c2C#N)ccc1O	54.9*	892*	6.2%	0.967	0.225	1.22	-1.95	i	-1.1	i	8.1%	-1.12	939	21.0	5.5	42.8	13.9	4.8
Cn1c(=O)n(C)c2cc(/C=C3/NC(=O)N(Cc4ccccc4)C3=O)ccc21	-1.0	1162	-4.4%	0.442	0.492	0.74	-2.24	i	-6.5	i	-1.2%	-0.53	920	2.9	1.5	5.7	10.2	23.8
Cc1c(NC(=O)/C(C#N)=C/c2ccc(-c3ccc(Cl)cc3)o2)c(=O)n(-c2ccccc2)n1C	2.4	1055	-6.2%	0.155	-0.204	0.912	-0.0688	i	1.3	i	3.9%	-2.99	905	2.4	2.8	7.6	16.8	-10.1
O=c1cc(-c2ccccc2Cl)oc2c(NS(=O)(=O)c3cccs3)ccc(O)c12	0.3	1125	nt	0.602	-0.778	0.224	-0.274	nt	nt	i	nt	-0.55	1053	nt	nt	nt	nt	nt
CCOC(=O)c1cc(-c2ccccc2)n(CC(=O)NC(C)(C)C)c1C	1.1	1106	2.5%	1.08	-0.184	0.185	-0.513	i	11.4	i	-5.3%	-0.34	1343	4.0	2.1	8.2	-13.9	-1.1
COc1ccc(CC(NC(C)=O)C(=O)NC2CCN(C(=O)c3cc(OC)c(OC)c(OC)c3)CC2)cc1 (stereo unspecified)	-0.3	1283	nt	1.56	1.61	1.93	-1.84	nt	nt	i	nt	1.13	1010	nt	nt	nt	nt	nt
N#Cc1nc(-c2ccccc2)oc1NCCN1CCCCC1	nt	nt	3.0%	0.244	-0.265	0.314	-0.803	i	-0.4	i	1.9%	0.54	1345	3.4	1.0	36.8	12.9	-3.1
COc1ccccc1NS(=O)(=O)c1ccc2oc(=S)[nH]c2c1	1.0	1299	nt	0.0632	-0.233	0.124	-0.0236	nt	nt	i	nt	-0.18	1094	nt	nt	nt	nt	nt
S=c1[nH]c2cc3ccccc3cc2[nH]1	5.8&3.7	762&913	nt	0.333&-0.101	-0.257&-0.796	-0.248&-0.261	1.04&-0.116	nt	nt	i	nt	0.16&1.16	1091&1033	nt	nt	nt	nt	nt
C/C(=N\NC(=O)C1CC1)c1ccc(Cl)c(Cl)c1	nt	nt	-5.4%	0.369	-0.24	0.481	0.655	i	34.6	i	5.9%	0.71	968	4.0	1.0	0.7	5.0	-5.1
O=c1cc(CN2CCN(c3ccccc3)CC2)nc2scc(-c3ccccc3)n12	-0.8	1157	16.4%	0.772	-0.146	0.549	-0.879	i	2.9	i	-2.0%	0.07	1357	4.1	3.1	11.6	8.0	-23.8
CCCCCC(=O)NC(=S)Nc1ccc(Br)cc1C	-1.5	475	-7.0%	-0.79	-0.304	-0.593	0.143	i	-15.6	i	-4.1%	0.09	1397	2.7	3.0	5.8	2.9	-2.1

Single values from the results shown.
Under Dynein transport, N#Cc1nc(-c2ccccc2)oc1NCCN1CCCCC1 is entered as 0.244
Under Insulin prom up cell count, COc1ccccc1NS(=O)(=O)c1cc(NC(=O)Cn2cnc3c2c(=O)n(C)c(=O)n3C)ccc1C is entered as 1233

4 of the entries above in order of their number in Dynein transport nuclear GR-EGFP, low to high:
Molecule | human PMI inhibitors | Dynein transport | Dynein transport cytoplasmic EGFP | Dynein transport nuclear GR-EGFP | Dynein transport cell count | human PMI inhibition | MT stabilizer Hoechst-high % | WT yeast gro inh mutant strain
COc1ccccc1NS(=O)(=O)c1cc(NC(=O)Cn2cnc3c2c(=O)n(C)c(=O)n3C)ccc1C | -3.4% | -0.888 | -0.293 | -0.615 | 0.798 | -13.0% | 2.8 | -4.0
Nc1ccc2ncccc2c1 | nt | -0.884 | -0.469 | -0.563 | 0.547 | 45.1% | 2.0 | -17.1
CCCS(=O)(=O)c1nc(S(=O)(=O)c2ccc(C)cc2)c(N2CCc3ccccc3C2)s1 | -37.8% | -0.0826 | -0.159 | 0.393 | -1.16 | -21.1% | 5.0 | -0.9
O=C(Nc1ccc(NC(=O)C2CCCN2C(=O)OCc2ccccc2)cc1)c1ccco1 (stereo unspecified) | -8.3% | 0.994 | -0.159 | 1.07 | -0.76 | -4.5% | 2.2 | 23.8

From PubChem
